# Screening data as filed in PubChem.
# CHO parental Ca = ATP-evoked calcium signal inhibitors, parental CHO, primary screen, counter-screen for OX1R antagonist project, cell-based, fluorescence, Fluo-8 calcium dye; parental CHO-K1, ATP-induced calcium, Fluo-8 fluorescence; inhibition, % at 5.6 µM; 330,000 tested, 0.63% active;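 active = inhibition above that plate's mean sample inhibition plus 3 SD, cut at about 26% in these data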;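 note: 0% = ATP-challenged DMSO wells and 100% = DMSO wells without ATP; some compounds past the cut are filed as inactive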
#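 Test system: parental CHO cells; detection: calcium-sensitive Fluo-8 fluorescence; evaluation: percent inhibition of calcium signal; also added: ATP as calcium-mobilizing challenge; repeats: one well per compound; control set: ATP-challenged DMSO wells low, unchallenged DMSO wells high; compound: single nominal dose of 5.6 µM per compound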
# CHRM1 antagonist = human M1 muscarinic receptor antagonists, primary screen, CHO-K1 cells, Fluo-8 calcium fluorescence, 1536-well; CHO-K1 hM1, ACh EC80 antagonist; inhibition, % at 3 µM; 360,000 tested, 1.3% active; AID 588852, 2011;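 active = percent inhibition above its own plate's cutoff, namely the mean of that plate's compound wells plus 3 SD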;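 note: peak over basal fluorescence ratio during 140 s after agonist addition; 0% = ACh EC80 plus DMSO and 100% = DMSO alone without agonist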
# Target sequence (P11229 whole entry, looked up): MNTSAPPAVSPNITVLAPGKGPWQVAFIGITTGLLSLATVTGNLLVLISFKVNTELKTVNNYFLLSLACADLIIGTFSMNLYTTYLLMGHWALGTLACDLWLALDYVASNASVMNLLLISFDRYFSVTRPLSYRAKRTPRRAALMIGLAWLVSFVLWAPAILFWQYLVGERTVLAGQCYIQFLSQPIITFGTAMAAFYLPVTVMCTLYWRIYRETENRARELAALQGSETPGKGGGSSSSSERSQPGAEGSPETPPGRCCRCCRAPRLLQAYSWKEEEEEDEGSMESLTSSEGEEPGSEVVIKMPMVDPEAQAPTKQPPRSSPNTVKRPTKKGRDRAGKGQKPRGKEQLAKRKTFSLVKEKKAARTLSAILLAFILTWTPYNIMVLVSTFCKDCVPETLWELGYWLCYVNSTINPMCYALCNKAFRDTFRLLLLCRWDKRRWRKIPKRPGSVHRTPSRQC
# CHRM1 agonist = human M1 muscarinic receptor agonists, primary screen, Fluo-8 calcium fluorescence, CHO-K1 cells, HTS; 360,000 tested, 0.33% active; CHO-K1 hM1, agonist mode; 0% DMSO, 100% acetylcholine EC100; activation, % at 3 µM; Muscarinic acetylcholine receptor M1 (Homo sapiens), P11229;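 active = activation above the run's mean compound activation plus 3 SD, cut at about 16% in these data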;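 note: peak over basal fluorescence ratio within a 140 s kinetic read after compound addition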
# TAAR1 ag = human TAAR1 agonists, primary screen, Fluo-8 calcium fluorescence, CHO RD-HGA16 cells | Trace amine-associated receptor 1 (Homo sapiens), Q96RJ0 | 360,000 tested, 0.99% active | vehicle wells 0%, saturating PEA agonist 100% | activation, % at 3 µM;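 active = activation above the mean activation of all test compounds in the run plus 3 SD, cut at about 38% in these data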
#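 System: CHO-derived RD-HGA16 cells with stable Gα16 and human TAAR1 / Times: 17-24 h plating, Fluo-8 75 min 37 °C, 30 min RT / Technique: calcium-sensitive Fluo-8 signal, excitation 470-495, emission 515-575 nm / Measure: % activation relative to PEA EC100 response / Benchmarks: DMSO and PEA EC100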
# OXTR agonist = human OXTR agonists, primary screen, fluorescence, CHO-OTR cells, Fluo-8 calcium; Oxytocin receptor (Homo sapiens), P30559; Fluo-8 calcium fluorescence; normalized: DMSO 0%, oxytocin 100%; activation, % at 3 µM; 320,000 tested, 0.32% active; AID 2435, 2010;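 active = activation above the mean of all tested compounds plus 3 SD, cutoff set per screening run, cut at about 20% in these data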;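 note: peak over basal fluorescence ratio from a 100 s FLIPR kinetic read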
# V1aR counter = agonists of human V1a receptor, primary screen, counter-screen for OXTR agonist project, fluorescence, CHO-V1R cells; Vasopressin V1a receptor (Homo sapiens), P37288; Fluo-8 calcium fluorescence, agonist mode; 0% DMSO, 100% 3 nM vasopressin; activation, % at 3 µM; 320,000 tested, 0.25% active; AID 2797, 2010;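 active = activation above the mean activation of all tested compounds plus 3 SD, per screening run, cut at about 20% in these data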;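 note: signal is peak over basal fluorescence ratio across a 100 second FLIPR read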
# Target sequence (P37288 whole entry, looked up): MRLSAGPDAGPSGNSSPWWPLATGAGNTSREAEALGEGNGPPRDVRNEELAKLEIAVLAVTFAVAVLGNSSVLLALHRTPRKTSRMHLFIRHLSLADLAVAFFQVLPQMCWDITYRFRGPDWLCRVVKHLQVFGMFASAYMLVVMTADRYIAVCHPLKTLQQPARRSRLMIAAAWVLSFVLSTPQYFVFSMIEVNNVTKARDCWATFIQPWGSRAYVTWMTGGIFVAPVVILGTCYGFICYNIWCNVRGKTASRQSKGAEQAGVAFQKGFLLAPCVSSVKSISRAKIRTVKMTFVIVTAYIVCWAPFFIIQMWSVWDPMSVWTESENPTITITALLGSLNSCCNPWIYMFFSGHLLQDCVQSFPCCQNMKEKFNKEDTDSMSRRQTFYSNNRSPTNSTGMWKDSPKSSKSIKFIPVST
# TAAR1 antag = human TAAR1 antagonists, primary screen, Fluo-8 calcium fluorescence, CHO RD-HGA16 cells | antagonist | inhibition, % at 3 µM | 360,000 tested, 1.5% active;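 active = inhibition above a per-plate cutoff, the mean inhibition of test compounds on that plate plus 3 SD, cut at about 49% in these data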;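 note: 0% = DMSO plus EC80 beta-PEA response and 100% = DMSO alone without agonist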
#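 Test system – hTAAR1-expressing CHO RD-HGA16 cells, Gα16-coupled · Reagent – β-PEA at EC80 concentration, post-compound challenge · Compound dosing – 3 µM, single point · Timing – 140 s kinetic read after compound, 140 s after agonist · Detection – Fluo-8 intracellular calcium dye fluorescence, real-time kinetic reads · Control set – DMSO and EC80 PEA controls · Repeats – n of 1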
# CHRM1 PAM = human M1 muscarinic receptor positive allosteric modulators, primary screen, CHO-K1 cells, Fluo-8 calcium fluorescence, 1536-well. Muscarinic acetylcholine receptor M1 (Homo sapiens), P11229. CHO-K1 hM1, ACh EC20; 0% = ACh EC20, 100% = maximal ACh. activation, % at 3 µM. 360,000 tested, 0.088% active; in the data active = activation above about 19%, passing the limit was not always enough
# OXTR potentiate = human OXTR potentiators, primary screen, fluorescence, CHO-OTR cells, Fluo-8 calcium | AID 2445, 2010 | Oxytocin receptor (Homo sapiens), P30559 | Fluo-8 calcium fluorescence, potentiator mode; 0% = oxytocin EC15, 100% = EC100 | 320,000 tested, 0.061% active | activation, % at 3 µM;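 active = activation above that plate's cutoff, the mean activation of tested compounds plus 3 SD, cut at about 6.6% in these data, passing the limit was not always enough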;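 note: 100% uses oxytocin at 75 nM as the full agonist control; some results filed as inactive read as strong as hits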
#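 Dosing: Single dose, 3.0 µM nominal final compound concentration | Material: Human OTR in CHO cells | Technique: Kinetic Fluo-8 calcium fluorescence | Benchmarks: EC15 oxytocin alone as 0%, 75 nM oxytocin as 100% | Probe or stimulus: Oxytocin at about EC15, sub-maximal agonist stimulus | Incubation: Compound 6 min at room temperature before oxytocin, 100 s read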
# Active calls of the source: *; . = not tested or not shown.
no.	SMILES	CHO parental Ca	CHRM1 antagonist	CHRM1 agonist	TAAR1 ag	OXTR agonist	V1aR counter	TAAR1 antag	CHRM1 PAM	OXTR potentiate
1	COc1ccccc1CCC(=O)N(Cc1ccccc1)c1c(N)n(Cc2ccccc2)c(=O)[nH]c1=O	-19.2	-10.0	-6.8	-0.2	-2.4	-1.5	-20.8	1.1	-5.7
2	Cc1ccc(S(=O)(=O)N2CCC(C(=O)OCC(=O)N(C)CC(=O)Nc3ccc(F)cc3)CC2)cc1C	-8.4	-9.8	-2.0	6.5	1.5	5.1	3.8	4.8	-19.0
3	O=C(Nc1ccccc1N1CCCC1)c1ccc2ccccc2c1	-30.8	12.1	-6.0	3.3	-2.5	-0.8	-22.4	-8.3	-6.4
4	COP(=O)(/C=C/c1ccccc1)C(O)c1ccc(F)cc1 (stereo not given)	-5.7	-18.8	-0.2	0.5	-0.7	0.0	-7.3	13.1	-6.7
5	NC(=O)CC(NC(=O)c1ccc(Br)cc1)c1ccc(NCc2ccc(F)cc2)c([N+](=O)[O-])c1 (stereo not given)	1.9	0.8	-4.9	2.1	1.3	0.0	6.7	-2.9	7.7
6	O=C(NNC(=O)C1CCCCC1)c1cnccn1	-0.4	0.2	-4.3	5.2	1.1	1.2	10.4	0.8	4.6
7	Cc1ccc(S(=O)(=O)N2CCC[C@H]2C(=O)NC2CCCCC2)cc1	.	-16.0	-1.9	11.1	.	.	-25.6	4.5	.
8	Oc1ccc(C=Nc2cccc3ncccc23)c(O)c1	3.6	0.5	-0.9	6.2	2.4	2.3	-35.5	2.0	-8.2
9	Cc1c(C(=O)NCC2COc3ccccc3O2)oc2ccc(S(=O)(=O)N3CC(C)CC(C)C3)cc12 (stereo not given)	-23.6	13.5	-3.5	12.0	0.9	-0.4	-10.0	-8.8	2.2
10	CNS(=O)(=O)c1cc(-c2nnc(Nc3ccc(CC(N)=O)cc3)c3ccccc23)ccc1C	-10.3	-2.7	-2.6	-0.7	-0.7	1.1	12.7	0.4	0.7
11	O=C(NCCCN1CCOCC1)C(=O)NCC1CCCO1 (stereo not given)	-7.6	3.4	-3.0	3.2	-0.1	1.9	-9.4	5.5	-3.5
12	O=C(c1cnn2ccccc12)N1CCc2ccccc21	-12.5	-3.5	-1.2	0.6	-0.7	0.4	15.7	0.2	-2.3

# Three entries picked at random from the list so far:
no.	SMILES	CHO parental Ca	CHRM1 antagonist	CHRM1 agonist	TAAR1 ag	OXTR agonist	V1aR counter	TAAR1 antag	CHRM1 PAM	OXTR potentiate
1	COc1ccccc1CCC(=O)N(Cc1ccccc1)c1c(N)n(Cc2ccccc2)c(=O)[nH]c1=O	-19.2	-10.0	-6.8	-0.2	-2.4	-1.5	-20.8	1.1	-5.7
12	O=C(c1cnn2ccccc12)N1CCc2ccccc21	-12.5	-3.5	-1.2	0.6	-0.7	0.4	15.7	0.2	-2.3
8	Oc1ccc(C=Nc2cccc3ncccc23)c(O)c1	3.6	0.5	-0.9	6.2	2.4	2.3	-35.5	2.0	-8.2

# (further entries)
no.	SMILES	CHO parental Ca	CHRM1 antagonist	CHRM1 agonist	TAAR1 ag	OXTR agonist	V1aR counter	TAAR1 antag	CHRM1 PAM	OXTR potentiate
13	CC(=O)Nc1cccc(C(=O)N/N=C/c2cccnc2)c1	0.9	-0.6	-4.5	5.5	1.6	1.9	3.3	0.5	2.2
14	COc1ccccc1C(=O)Nc1nnc([C@@H]2C[C@H](O)[C@@H](CO)O2)s1	.	-3.8	-0.8	2.8	.	.	-23.1	5.3	.
15	CN(C(=O)COC(=O)c1cc(-c2ccc(Cl)s2)nc2ccccc12)C1CCS(=O)(=O)C1 (stereo not given)	-17.3	-12.1	-1.1	6.1	-1.4	0.1	-30.6	8.7	1.4
16	CC(COC(=O)c1ccccc1)(COC(=O)c1ccccc1)/[N+]([O-])=C/c1ccccc1	-20.4	-8.4	-4.9	4.6	-2.5	-0.2	9.6	2.3	-3.1
17	CCOC(=O)c1cc(-c2ccccc2)sc1NC(=O)C(C)(C)C	-18.4	-13.3	-1.6	7.9	-0.9	0.2	-3.8	8.1	-11.0
18	CC1(C)S[C@@H]2[C@H](N=CN3CCCCCC3)C(=O)N2[C@H]1C(=O)O	8.3	.	.	.	4.9	21.6*	.	.	-5.8
19	O=C(Cn1c(=O)cnc2ccccc21)NCC(=O)Nc1ccc(F)c(F)c1	-8.7	-11.3	-0.5	2.3	1.1	0.7	-5.6	2.6	4.0
20	COc1ccccc1NC(=O)CSc1nc(=O)n(CCN2CCOCC2)c2c1CCC2	-6.1	9.9	-5.5	1.1	0.7	-0.7	-3.7	-3.5	-1.6
21	O=C(CN1C(=O)N/C(=C\c2ccccc2OCc2ccc(C(=O)O)cc2)C1=O)Nc1ccccc1F	-1.9	-0.3	-1.1	9.8	-0.4	0.2	-6.9	-0.2	-1.3
22	COCCNC(=O)CN1CCOc2ccccc21	-9.4	-6.0	-4.4	-0.1	1.5	0.4	-8.4	2.9	0.0
23	Cc1cc(Nc2ccccc2C(=O)O)nc2nc3ccccc3c(=O)n12	-1.8	1.9	-3.7	6.3	1.1	-0.6	7.2	3.7	-0.7
24	O=c1ccc(-c2ccc(S(=O)(=O)Nc3cccc(F)c3)o2)n[nH]1	-11.5	-0.4	-2.2	6.4	0.0	-0.9	-19.5	6.2	-3.1
25	Cc1ccc(NC(=O)c2cc(C(=O)c3cc(Cl)ccc3O)cn(-c3ccc(C)cc3)c2=O)cc1	2.5	-7.7	-4.6	1.3	2.3	1.7	9.5	4.8	-5.5
26	CSc1cccc(NS(=O)(=O)c2ccc3c(c2)oc(=O)n3C)c1	4.1	16.0	-7.0	4.9	8.6	8.9	18.9	-17.6	-10.4
27	COc1ccc(-c2ccc(SCC(=O)Nc3cccc(C(C)=O)c3)nn2)cc1OC	-9.2	4.8	0.8	9.6	-0.3	0.6	52.7*	0.4	0.0
28	COc1ccc(-n2nnc3c(SCC(=O)Nc4ccc5c(c4)OCCO5)ncnc32)cc1	3.0	.	.	.	-0.8	1.3	.	.	-10.9
29	CCOC(=O)C1=C(N)OC2=C(C(=O)CCC2)C1c1cccnc1 (stereo not given)	-12.9	-25.8	1.3	1.0	0.3	-0.2	-1.6	4.0	1.7
30	COc1cc(-c2nc3ccccc3nc2-c2ccc(O)c(OC)c2)ccc1O	-7.7	3.8	-3.1	21.3	5.5	1.7	53.5*	-3.1	-2.8
31	COc1ccc(S(=O)(=O)N2CCN(C(=O)c3cccc(S(=O)(=O)N4CCCC4)c3)CC2)cc1	.	-12.0	-3.3	3.6	.	.	-9.4	1.0	.
32	COC(=O)c1cc2sccc2n1Cc1nc(-c2cccc(Cl)c2)oc1C	-0.2	-1.6	-3.5	-0.3	-1.2	0.2	-5.1	1.7	-4.1
33	CC(C)NC(=O)CSc1nc2ccccc2c(=O)n1CCCOC(C)C	-5.8	-24.8	-0.8	10.6	-0.7	-0.5	-30.4	7.1	-9.2
34	O=C(NCc1ccco1)C12CC3CC(C1)CC(C(=O)NCc1ccco1)(C3)C2	-6.2	-6.0	-2.4	2.6	0.1	-1.3	7.7	10.1	2.0
35	O=C(c1ccc(CSCc2ccccc2F)o1)N1CCN(c2ccc(N3CCOCC3)nn2)CC1	-11.6	-8.4	-7.0	9.6	-0.9	3.2	6.6	-2.8	-9.8
36	COc1ccc(C(=O)NCCCNC(=O)c2cnccn2)cc1	0.2	-9.3	-1.5	5.8	0.2	-0.6	-3.5	13.4	-8.2
37	CCCn1c(=O)c(C(=O)Nc2cccc(C)c2)c(O)c2ccccc21	.	-20.9	0.4	-0.9	.	.	9.7	15.4	.
38	CCN(c1ccccc1)S(=O)(=O)c1cccc(C(=O)NCC2(N(C)C)CCCCC2)c1	-15.9	-4.0	-6.8	0.8	-0.5	-0.6	-12.3	4.9	0.8
39	O=C1NC(=O)C2C3OC(C(Br)C3Br)C12 (stereo not given)	.	-14.1	-0.8	2.5	.	.	-34.5	7.7	.
40	O=C(CCCN1C(=O)C2CC=CCC2C1=O)Nc1ccccc1F (stereo not given)	4.5	1.1	-2.0	0.3	-0.1	-0.5	7.0	-4.0	-4.5
41	N#Cc1c2c(c(Nc3ccc(O)cc3)n3c1nc1ccccc13)CCC2	-12.6	10.6	-4.1	-2.4	-1.2	-0.5	-3.0	-4.4	-7.0
42	COc1ccc(N2CCN(C(=O)[C@H](C)N3C(=O)C4CC=CCC4C3=O)CC2)cc1 (stereo not given in full)	-1.6	-4.5	-2.0	2.2	1.3	1.1	-7.9	-1.1	-4.4
43	O=C(CCN1C(=O)/C(=C/c2cccs2)SC1=S)Nc1ccc(O)cc1	0.8	19.8	-2.4	4.2	7.4	11.9	14.7	-13.4	-10.0
44	CCOC(=O)c1cc(C(C)=O)c(=O)[nH]c1C	-1.6	5.4	-2.0	27.1	-0.5	0.4	-15.8	-5.6	-13.6
45	Cc1ccc(C(c2c(NC(=O)c3ccco3)sc(C)c2C)N2CCOCC2)cc1 (stereo not given)	.	-7.1	-2.6	-0.6	.	.	-45.1	7.5	.
46	Cn1c(=O)cc(OCCCC(=O)NCc2ccccn2)c2ccccc21	1.4	-6.1	-6.8	1.9	-0.3	-0.2	11.1	12.3	-3.0
47	Cc1ccc(Cn2c(=O)n(CCC(=O)NCc3ccc4c(c3)OCO4)c(=O)c3ccccc32)cc1	-15.6	-3.6	-1.7	11.9	-1.1	0.7	9.1	5.9	-9.4
48	COc1ccccc1CNC(=O)C1CC(=O)N(c2ccc(C)c(C)c2)C1 (stereo not given)	-20.7	4.0	-5.2	13.7	-0.2	0.6	-6.4	0.9	-6.7
49	COc1ccccc1-n1c2c(cc(C(=O)N3CCC(C)CC3)c1=O)C(=O)CC(C)(C)C2	-12.5	7.2	-2.7	2.1	0.1	0.9	-23.6	-8.5	1.2
50	COc1ccc(/C(C)=N\NC(=O)c2ccc3c(c2)OCO3)cc1OC	-7.3	.	.	2.7	-0.6	1.7	-12.2	.	0.9
